EWS-Fli block – inhibitors of EWS/Fli oncoprotein transcriptional activity; A673 NR0B1-luciferase reporter, viability-normalised; inhibition, % at 12.6 µM; hit rate 0.67% among 350,000; AID 651661;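 active means mean inhibition of at least 50% after viability correction, with every replicate also passing that limit; inconclusive means mean reaches 50% but only one of two replicates passes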;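 further: firefly luciferase signal divided by Alamar Blue viability fluorescence both relative to DMSO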
DENV2 CPE rescue – DENV2-induced cell death inhibition; DENV2-infected cells, cytopathic effect rescue, plate reader; CPE inhibition, % at 9.99 µM; hit rate 1.7% among 350,000; in the data active means CPE inhibition above about 20%, passing the limit was not always enough; inconclusive means no clear call, values can overlap the other calls; tested in BHK-21 cells;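 further: 0% = median of neutral control wells and 100% = median of positive control wells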
PAX8 inh HTS – inhibitors of PAX8 transcriptional activity in RMG-I cells | RMG-I TPO-luciferase reporter, SteadyGlo, 24 h | inhibition, % at 12.6 µM | hit rate 1.2% among 360,000 | AID 652154;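 active means mean replicate inhibition at least 60% with every replicate also reaching 60%; inconclusive means only one of the two criteria is met; inactive means mean below 60% and not all replicates reaching 60%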;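 further: luciferase light reporting Pax8 driven TPO promoter activity; plate controls were median of neutral control wells for no effect and mitoxantrone controls for full effect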
ERp5 block – inhibitors of human ERp5; AID 651711; ERp5 insulin aggregation, absorbance 650 nm, 90 min; hit rate 0.05% among 350,000; Q15084; inhibition, % at 9.99 µM;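 active means mean replicate inhibition above about 25%, with every replicate also reaching it, limit read from the data, passing the limit was not always enough; inconclusive means only one of those two criteria met; inactive means neither criterion met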
Target sequence (Q15084 whole entry, looked up): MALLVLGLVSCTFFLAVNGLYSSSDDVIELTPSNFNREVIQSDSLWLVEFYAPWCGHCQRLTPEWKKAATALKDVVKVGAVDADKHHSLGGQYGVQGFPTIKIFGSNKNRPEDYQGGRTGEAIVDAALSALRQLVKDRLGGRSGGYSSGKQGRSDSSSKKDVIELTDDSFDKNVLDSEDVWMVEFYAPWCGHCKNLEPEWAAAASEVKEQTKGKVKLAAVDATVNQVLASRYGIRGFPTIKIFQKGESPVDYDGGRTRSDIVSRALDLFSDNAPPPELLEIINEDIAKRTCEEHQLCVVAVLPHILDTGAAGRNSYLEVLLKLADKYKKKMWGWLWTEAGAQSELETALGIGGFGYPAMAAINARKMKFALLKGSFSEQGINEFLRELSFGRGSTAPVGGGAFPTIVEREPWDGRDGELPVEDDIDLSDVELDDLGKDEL
Xi reactivation – reactivates the inactive X chromosome in mouse fibroblasts | hit rate 0.055% among 360,000 | activation, % at 7.58 µM | XiGFP mouse fibroblasts, % GFP-positive cells imaging, 3 d; cells co-treated with 5-aza-dC sensitizer; scaled so ellipticine positive control = 100% | AID 743238;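 active means mean normalized replicate activation at least 10% and every replicate at or above 10%; inconclusive means only one of the two criteria met; inactive means mean below 10% and not all replicates reach 10%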;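 further: 0% = median of on-plate neutral control wells and 100% = ellipticine 6 µM median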
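Material: SV40-immortalized XiGFP fibroblast cells, line 68-5-11 | Buffer or medium: DMEM containing 5-aza-dC | Dosing: One concentration, pinned | Times: 3 d treatment, 15 min room-temperature fixation | Controls: Ellipticine 6 µM positive control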
ARNT-TACC3 inh – disrupts binding between human ARNT and TACC3; Q9Y6A5; AlphaScreen His-ARNT PAS-B/GST-TACC3 binding, luminescence; TACC3 fragment carries E629A point mutation; inhibition, % at 9.99 µM; hit rate 0.66% among 390,000;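 active means mean inhibition of replicates at least 50% and at least half of replicates each reaching 50%; inconclusive means half or more replicates reach 50% but mean below 50%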;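 further: 0% = complete ARNT plus TACC3 wells and 100% = ARNT alone without TACC3; many hits fall short of the cut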
GSIS activator – primary screen for activators of insulin secretion dependent on glucose, INS-1E cells, GLuc reporter luminescence; AID 743287; INS-1E GLuc reporter insulin secretion, 2-3 h; hit rate 0.61% among 370,000; activation, % at 16.6 µM;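 active means lowest replicate activation of at least 40%, so every replicate reaches that level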;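 further: 0% = median of neutral control wells and 100% = median of IBMX positive control wells; some compounds called inactive have numbers as strong as hits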
CFTR F508del cor – correctors of CFTR F508del function in bronchial epithelial cells. CFBE cells, YFP halide quenching; stimulated with forskolin plus potentiator P3; % fluorescence drop versus neutral controls. activity (quench increase), % at 7.58 µM. hit rate 0.36% among 350,000;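 active means mean added fluorescence quench of at least 8% versus neutral control, with both replicates also reaching 8%; inconclusive means only one of the mean or replicate conditions met; inactive means mean below 8% and not both replicates reaching 8%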;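 further: cells transiently co-express mutant CFTR-F508del with the halide-sensitive YFP; corrector assay measuring rescue of mutant channel to the surface after 24 h compound exposure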
An asterisk follows results filed as active; ? = inconclusive; . = not tested or not shown; & = joins results of further samples.

SMILES	EWS-Fli block	DENV2 CPE rescue	PAX8 inh HTS	ERp5 block	Xi reactivation	ARNT-TACC3 inh	GSIS activator	CFTR F508del cor
CO[C@@H]1CN(C)C(=O)c2ccc(NC(C)=O)cc2OC[C@H](C)N(C(=O)Cc2ccccn2)C[C@@H]1C	1.4	2.8	.	-1.0	0.2	0.7	4.0	-2.8
O=C(Nc1ccc2c(c1)OCO2)N[C@@H]1CC[C@@H](CCNC(=O)C2CCOCC2)O[C@@H]1CO	-18.9	7.5	.	1.1	0.2	-3.0	27.3	-1.1
CN1CCN(C(=O)C[C@H]2C[C@@H]3c4cc(NC(=O)C5CCC5)ccc4O[C@@H]3[C@@H](CO)O2)CC1	-7.2	-4.9	4.6	-9.1	0.1	-6.6	20.3	1.1
Cc1ccc(C)c(COC(=O)c2cccc(S(=O)(=O)N3CCCC3)c2)c1	0.5	6.7	22.0	13.7	0.1	-6.1	-47.2	-4.8
CC(=O)Nc1ccc(N=NC2C(=O)N(C(N)=S)N=C2C)cc1 (stereo not drawn)	-37.1	2.7	-25.2	1.9	-0.1	-0.1	.	.
Cc1ccc(/C=C(\CCC(=O)O)c2nc3ccccc3s2)cc1[N+](=O)[O-]	-3.7	-5.6	39.7	-5.6	0.0	-2.8	35.3	-1.5
C[C@H](CO)N1C[C@H](C)[C@@H](CN(C)Cc2ccncc2)Oc2c(NC(=O)Nc3ccccc3)cccc2C1=O	4.0	2.8	15.7	-3.8	-0.9	-3.7	-6.4	-1.5
CCCNC(=O)C[C@H]1C[C@H]2c3cc(NC(=O)NC4CCCCC4)ccc3O[C@H]2[C@H](CO)O1	8.9	-2.7	-0.3	1.2	0.1	-22.5	7.7	3.1
CCN=C1S/C(=C\c2sccc2C)C(=O)N1CC	-85.9	-5.5	-130.6	1.9	0.2	7.7	63.5*	3.1
Cc1ccccc1C(=O)OCC(=O)Nc1cccc(S(=O)(=O)NC2=NCCC2)c1	4.8	-2.6	-8.6	-10.3	-0.1	.	32.1	-4.3
CC1(c2ccccc2)NC(=O)N(NC(=O)CSc2n[nH]c(N)n2)C1=O (stereo not drawn)	-3.1	3.4	-0.8	-1.4	1.9	-1.8	8.6	1.4
CC(=O)Nc1ccc(NC(=O)COc2ccccc2C(=O)Nc2cccc(Cl)c2Cl)cc1	22.1	-5.2	27.2	0.5	0.0	-1.1	0.1	-0.5
Oc1c(Br)cc(Cl)cc1C=Nc1ccccc1Br	-17.8	-1.5	2.1	2.5	0.3	-6.7	14.6	.
CCCCC1=CC2=CC(=O)C(C)(OC(=O)CC)C(=O)C2=CN1c1cccc(C#N)c1 (stereo not drawn)	8.8	25.8*	0.6	-4.5	0.1	17.5	.	-1.7
O=S(=O)(Cc1ccccc1)NCC[C@H]1CC[C@@H](NS(=O)(=O)c2ccc(F)cc2)[C@@H](CO)O1	.	-1.0	.	-1.2	0.3	-6.7	2.0	2.6
OCCNc1nc(-c2ccccc2)c2cc(Cl)ccc2n1	7.9	.	-8.4	5.7	-0.2	-12.7	48.3*	1.5
COc1cccc(CNC(=O)C(=O)NCC2CCCN2S(=O)(=O)c2cc(C)ccc2C)c1 (stereo not drawn)	3.0	0.8	16.8	5.1	0.0	-18.0	-32.4	0.8
Cc1nc(SCC(=O)Nc2ccc(OCc3ccccc3)cc2)n[nH]1	-15.7	.	-96.0	6.8	0.4	-3.3	-4.1	0.2
CCCCS(=O)(=O)Nc1ccc2cn[nH]c2c1	0.6	0.1	23.4	-6.6	0.1	-2.5	-3.5	4.4
Cc1ccc(S(=O)(=O)N2CC3=C(C2)C2CC2(C)C3)cc1 (stereo not drawn)	-6.4	-5.5	3.8	2.1	0.0	.	-43.9	2.0
COc1ccc(S(=O)(=O)N2CCC(C(=O)NN3CCCCC3)CC2)cc1OC	0.8	6.7	-7.2	2.3	0.1	17.1	17.2	-1.9
C[C@@H]1CN([C@H](C)CO)C(=O)c2cc(Br)cnc2O[C@@H]1CN(C)Cc1ccc(F)cc1	-0.7&-11.6	-3.3&5.1	-8.0	16.0&-2.5	0.6	-10.5	-5.2&-4.0	-0.8&0.0
CCN1CCN(C(=S)c2ccc([N+](=O)[O-])cc2)CC1	16.1	4.7	-23.8	1.4	0.0	-2.5	8.4	.
COC(=O)C[C@@H]1C[C@H]2c3cc(NC(=O)c4ccc5c(c4)OCO5)ccc3O[C@H]2[C@@H](CO)O1	-69.5	-0.2	-66.2	-2.1	0.0	-6.3	6.0	-2.0
Cc1ccccc1OCC(=O)Nc1ccc(N2CCN(C(=O)c3ccco3)CC2)cc1	-4.0	-2.6	9.1	5.2	0.0	-0.4	2.3	-1.3
Next part.
SMILES	EWS-Fli block	DENV2 CPE rescue	PAX8 inh HTS	ERp5 block	Xi reactivation	ARNT-TACC3 inh	GSIS activator	CFTR F508del cor
C/C(=N\Nc1c(F)c(F)c(Br)c(F)c1F)c1ccncc1	-46.0	9.5	12.9	0.9	-0.1	-13.8	4.9	2.4
CCOc1ccc(NC(=O)c2ccc(-c3csc(C)n3)cc2)cc1	-6.5	6.1	10.4	0.7	0.0	1.7	2.8	1.1
O=C(NCC1CCCCC1)[C@@H]1[C@@H](CO)[C@@H]2Cn3c(cccc3=O)[C@@H]2N1C(=O)CC1CC1	-2.0	-2.0	-8.4	-5.9	0.2	-3.4	-1.7	.
COc1ccc(NC(=O)N2C[C@H]3[C@@H](c4ccccc42)[C@H](CO)N3C(=O)C2CCCC2)cc1	0.1	7.7	-28.5	3.0	0.0	-9.0	-0.7	-1.3
C[C@@H]1CN([C@@H](C)CO)C(=O)c2cc(NC(=O)Nc3ccc(C(F)(F)F)cc3)ccc2O[C@H]1CN(C)Cc1ccc(C(=O)Nc2ccccc2N)cc1	32.4	6.0	.	-1.6	-1.0	8.8	-7.1	-3.1
COC(=O)CNC(=O)C1Cc2ccccc2CN1S(=O)(=O)c1ccc(F)cc1 (stereo not drawn)	0.3	7.9	-15.9	1.3	-0.1	-6.1	-18.0	-2.5
C[C@@H]1CCCCO[C@@H](CN(C)C(=O)NC2CCCCC2)[C@@H](C)CN([C@H](C)CO)C(=O)c2cc(NC(=O)Nc3ccccc3)ccc2O1	-1.3	-7.9	7.1	7.0	0.3	-6.2	17.7	0.6
O=C(Nc1nccs1)c1ccc(-c2ccc(F)c(Cl)c2)o1	-60.6	-8.6	-136.1	-1.4	0.0	2.4	32.6	-0.6
CCC1(c2ccccc2)CN(C)C1=O (stereo not drawn)	3.5	?	0.2	0.2	0.1	.	.	-3.8
C[C@H]1CN([C@@H](C)CO)C(=O)Cc2cc(N(C)C)ccc2O[C@@H]1CN(C)C(=O)Nc1cccc2ccccc12	5.1	-3.9	4.4	0.0	0.5	-0.9	-13.7	3.2
CCCS(=O)(=O)NC(=O)C1(C)CCCN(C(=O)c2ccc(OC)cc2OC)C1 (stereo not drawn)	4.1	1.7	2.1	7.2	-0.1	.	-7.7	2.0
Cc1nn(C)cc1CN(C)Cc1ccc(OCC(O)CN2CCCCC2)cc1 (stereo not drawn)	-15.4	0.4	6.3	-5.1	0.5	-7.8	14.2	-0.7
COc1cc(C(C)=O)ccc1Oc1ncnc2c1cnn2-c1ccccc1	-12.6	-3.0	11.6	0.6	0.1	.	-7.4	-3.3
CCCCC(=O)OCc1nc(N)nc(Nc2ccccc2C)n1	-5.3	2.8	-23.8	0.7	-0.1	.	-0.1	.
Cc1cc(=O)oc2cc(OCc3ccc(C(=O)OCC(=O)Nc4ccccc4OC(F)F)cc3)ccc12	-6.6	4.4	-14.9	-5.0	-0.1	-3.6	-1.8	.
COc1ccc(C#Cc2ccc([C@H]3[C@@H](CO)N4CCCCN(C)C[C@H]34)cc2)cc1	-28.1	19.3	-35.9	0.6	0.1	17.0	3.2	-5.8
C[C@@H](NC(=O)C[C@@H]1C=C[C@@H](NC(=O)C2CCOCC2)[C@H](CO)O1)c1ccccc1	0.2	6.2	-27.3	-3.7	-0.3	-4.7	6.0	-1.9
COc1cc(NC(=O)C2CCC(CNS(=O)(=O)c3csc(C(N)=O)c3)CC2)cc(OC)c1 (stereo not drawn)	-1.8	4.3	3.4	-4.2	0.2	4.8	31.6	2.6
O=C(COc1ccccc1)Nc1nnc(-c2ccc(Cl)cc2)o1	.	-5.7	-6.8	-9.2	0.2	28.6	2.2	-5.5
COc1ccccc1NC(=O)Cn1nc(C)n2cccc2c1=O	.	-1.3	-4.8	6.9	0.0	9.5	-6.6	-0.9
O=C(C[C@@H]1C[C@H]2c3cc(NC(=O)Nc4ccccc4)ccc3O[C@H]2[C@H](CO)O1)NC1CCCCC1	6.4	-5.3	17.5	4.4	0.7	-1.7	-25.9	-2.8
Cc1ccc(S(=O)(=O)N(C)C[C@@H]2Oc3ccc(NC(=O)NC4CCCCC4)cc3CC(=O)N([C@@H](C)CO)C[C@@H]2C)cc1	16.8	35.3*	35.7	-0.6	-0.8	2.2	-22.1	1.1
Nc1cccc(Nc2ccccc2)c1	-8.8	0.2	-5.6	4.4	0.4	.	13.2	-2.6
COc1ccc(C(=O)Oc2c(CN3CCOCC3)cc(Cl)c3cccnc23)cc1OC	-1.2	6.3	8.0	-1.0	0.0	.	4.6	1.3
COc1ccc(-c2cc(C(=O)N3CCN(c4ncccn4)CC3)c3ccccc3n2)cc1OC	-12.5	1.8	43.3	-0.7	1.5	-16.3	2.2	1.0
Remaining list, next part
SMILES	EWS-Fli block	DENV2 CPE rescue	PAX8 inh HTS	ERp5 block	Xi reactivation	ARNT-TACC3 inh	GSIS activator	CFTR F508del cor
CN(C(=O)c1ccc(NC(=O)Cc2ccc(NC(=O)C3CCN(S(=O)(=O)c4cccc([N+](=O)[O-])c4)CC3)cc2)cc1)C1CCCC1	0.2	10.6	3.0	-4.5	0.0	3.5	-7.2	0.9
Cc1cccc2sc(NNC(=O)c3ccc(S(=O)(=O)N4CC(C)CC(C)C4)cc3)nc12 (stereo not drawn)	50.0	-0.8	.	3.2	5.1	48.6*	-8.7	3.5
O=C(NC[C@@H]1[C@H](c2ccccc2)[C@H](CO)N1CC1CC1)c1cccnc1	-6.2	-5.5	-3.3	1.1	0.5	1.7	0.2	4.1
COc1ccc(-n2c(C)cc(/C=C3/SC(=S)N(C)C3=O)c2C)cc1	-19.5	1.2	-15.9	-10.5	0.1	-2.1	.	.
CC(=O)Nc1ccc(C(=O)OCC(=O)NC2CCCCCC2)cc1	-5.8	-14.6	-30.4	3.6	-0.1	.	-4.2	-2.2
CC1CCCC(NC(=O)CSC2CCCCC2)C1C (stereo not drawn)	3.0	-1.5	-14.3	2.2	-0.1	1.5	-1.7	2.3
Cc1cccc(S(=O)(=O)N[C@@H]2CC[C@H](CCNC(=O)Nc3cc(F)ccc3F)O[C@@H]2CO)c1	-0.2	1.9	-5.9	8.4	-0.1	0.9	-0.6	0.3
C[C@H](CO)N1C[C@H](C)[C@@H](CN(C)Cc2ccc(Cl)c(Cl)c2)Oc2ccc(NC(=O)NC3CCCCC3)cc2CC1=O	14.4	-20.4	4.3	1.1	0.3	-24.9	-19.7	1.7
O=S(=O)(Nc1ccccn1)c1cnc(Cl)c(Br)c1	7.5	-5.7	-3.9	-9.3	0.0	4.0	0.1	.

Compounds were not picked by outcome; any-hit rate near 4.2%.
